# Screens deposited in PubChem by several laboratories.
# PMK inhibit = S. pneumoniae PMK inhibitors, primary screen, biochemical, mevalonate pathway, pilot trial included | actives 0.49% (n = 65,000) | purified PMK, PK/LDH-coupled NADH absorbance 340 nm | inhibition, % at 10 µM;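 active means top-ranked compounds by inhibition in the single 10 µM screen, taking a fixed number of the strongest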;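 further: 0% = full reaction with DMSO carrier and 100% = background rate without enzyme reaction; no value below 0 was filed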
# KRASV12 cytotoxicity = cytotoxicity in KRAS-transformed pancreatic duct cells, primary screen, cell-based, fluorescence, HTS (AID 431); HPDE-C7K KRASV12 cells, Alamar Blue viability, 48 h; higher % means a stronger effect; cytotoxicity, % at 10 µM; hits with a dose series show EC50 in µM; actives 1.7% (n = 63,000);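 active means compounds whose percent cytotoxicity in the single-dose primary screen, scaled between solvent and toxic-drug controls, exceeds 50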;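 further: 0% = DMSO solvent wells and 100% = doxorubicin-treated wells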
# Spn MK inh = S. pneumoniae MK inhibitors, primary screen, biochemical, PK/LDH-coupled NADH absorbance. mevalonate kinase [Streptococcus pneumoniae D39]. purified MK, PK/LDH-coupled NADH absorbance 340 nm. inhibition, % at 10 µM. actives 0.48% (n = 65,000). AID 555, 2006;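 active means ranked among the strongest by inhibition in the single 10 µM screen, a fixed top-ranked set picked for dose follow-up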; further: no value below 0 was filed
# Spn DPM-DC inh = S. pneumoniae DPM-DC inhibitors, primary screen, biochemical, PK/LDH-coupled NADH fluorescence | diphosphomevalonate decarboxylase (Streptococcus pneumoniae D39) | purified DPM-DC | calls only at 10 µM | actives 0.49% (n = 65,000) | AID 556, 2006;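 active means the 320 compounds with the highest percent inhibition in the single-dose primary screen, excluding strongly autofluorescent ones, cut at about 32% in these data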;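 further: kinetic rate of NADH fluorescence loss reporting ADP formed by the decarboxylase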
# HPDE-C7 viability = cytotoxicity in HPDE-C7 cells, cell-based, fluorescence, HTS (AID 430) | one-dose cytotoxicity, % at 10 µM; EC50 in µM for titrated hits | actives 1.8% (n = 63,000) | HPDE-C7 pancreatic duct cells viability, fluorescence; higher % means a stronger effect;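 further: cells exposed to compound for 48 hours before viability readout; 0% = vehicle and 100% = reference cytotoxic drug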
# Bfl-1 displacement = Bfl-1 inhibitors, primary screen, biochemical, fluorescence polarization, FITC-Bid, mouse (AID 432). Bcl-2-related protein A1 (Mus musculus). FITC-Bid BH3 peptide fluorescence polarization displacement; higher % means a stronger effect. displacement, % at 20 µM; hits with a dose series show IC50 in µM. actives 0.02% (n = 64,000); in the data active means a potency from the dose series; inactive means the rest, 99 in 100 with displacement below about 15%; further: strong numbers were not always called active
# LYP inhibition = LYP phosphatase inhibitors, primary screen, biochemical, DiFMUP fluorescence, recombinant catalytic domain, 10 µM (AID 606). one-dose inhibition, % at 10 µM; IC50 in µM for titrated hits. Tyrosine-protein phosphatase non-receptor type 22 (Homo sapiens). recombinant LYP catalytic domain, DiFMUP fluorescence; higher % means a stronger effect. 52,000 tested, under 10 active;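 active means IC50 under 40 µM in the dose-response test; inactive means IC50 of 40 µM or more, or never dose-tested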
# HT1080 viability = cytotoxicity in HT1080 fibrosarcoma cells, cell-based, fluorescence readout (AID 620) | HT1080 viability, fluorescence; higher % means a stronger effect | cytotoxicity, % at 10 µM; hits with a dose series show EC50 in µM | actives 0.42% (n = 87,000);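 further: cells exposed to compound overnight then 4 h with Alamar Blue; 0% = vehicle DMSO and 100% = killing control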
# Alkaline phosphatase = human TNAP enzyme inhibitors, biochemical, luminescent (AID 518); inhibition, % at 20 µM, or IC50 in µM where a hit was titrated; actives 0.09% (n = 64,000); purified TNAP enzyme, luminescent substrate readout; higher % means a stronger effect; in the data active means a potency from the dose series; inactive means the rest, 99 in 100 with inhibition below about 22%;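 further: plate controls were vehicle for no effect and reference inhibitor for full effect; many of its hits are not listed in these tables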
# PMK inhibit pilot replicates = also measured in PMK inhibit; calls as there; inhibition, %; measured here: pilot screen replicates
# Spn MK inh pilot replicates = second read-out of Spn MK inh, no call of its own (marks repeat the call); inhibition, %; measured here: pilot screen replicates
# Spn DPM-DC inh pilot screen % = further read-out of Spn DPM-DC inh, marked with its call; inhibition, %; measured here: pilot screen trials
# * = called active by the depositor; i = inactive; . = not tested or not shown; + = active, no number. Unless noted, no stated cut-off is given here; in the data, active means cytotoxicity above about 50%; inactive means the rest.
SMILES,PMK inhibit,KRASV12 cytotoxicity,Spn MK inh,Spn DPM-DC inh,HPDE-C7 viability,Bfl-1 displacement,LYP inhibition,HT1080 viability,Alkaline phosphatase,others
O=C(O)c1cccc(CSc2nnc(Cc3ccccc3)o2)c1,2.0,0.0%,1.0,i,-5.6%,-4.7%,5.2%,-0.8%,1.6%,
COc1ccccc1NC1SC(=O)N(c2ccccc2)C1=O (stereo not drawn),8.0,-14.7%,10.0,i,-4.4%,-2.1%,4.7%,1.6%,11.4%,
CCOC(=O)c1cccc(NC(=O)c2ccco2)c1,0.0,-5.0%,2.0,i,4.8%,-1.1%,.,-6.3%,11.2%,PMK inhibit pilot replicates=3.5;Spn MK inh pilot replicates=0.0;Spn DPM-DC inh pilot screen %=0.0
Cc1cc(C)nc(SCc2nnc(SCC(=O)Nc3ccc(C)c(C)c3)o2)n1,7.0,-21.1%,9.0,i,-5.1%,-3.5%,.,-8.0%,14.5%,
C1CCN=C(Nc2nn[nH]n2)CC1,12.0,8.7%,2.0,i,6.2%,1.1%,6.8%,-2.1%,-9.6%,
CCOc1ccc(S(=O)(=O)N(C)c2ccc(OCC(=O)Nc3ccc4[nH]c(=O)[nH]c4c3)cc2)cc1,0.0,-2.4%,0.0,i,-12.8%,4.0%,10.2%,-4.7%,3.5%,
CCN(CCNC(=O)Nc1ccc(Cl)cc1)c1ccccc1,0.0,11.2%,0.0,i,14.8%,0.8%,11.6%,-3.5%,10.8%,
Cc1nn2c(-c3ccncc3)nnc2c2ccccc12,0.0,-8.8%,4.0,i,-5.7%,7.1%,11.3%,2.8%,14.0%,
COc1ccc2c(c1)N1CCN=C1N2C,3.0,-12.0%,2.0,i,-12.4%,-5.9%,9.4%,-8.9%,12.9%,
COC(=O)c1cc(-c2ccc(OC)c(OC)c2)on1,13.0,-4.4%,0.0,i,-11.4%,-5.5%,3.6%,22.5%,2.9%,
CCOC(=O)C1CCN(Cc2ccc(OC)c(C)c2OC)CC1,16.0,-6.2%,48.0*,i,2.2%,-2.3%,9.6%,-0.7%,4.4%,PMK inhibit pilot replicates=7.0;Spn MK inh pilot replicates=3.0*;Spn DPM-DC inh pilot screen %=3.5
Cn1c(=O)c2c(nc(N3CCOCC3)n2CCSc2nc3ccccc3s2)n(C)c1=O,19.0,-9.5%,10.0,i,-12.5%,-8.3%,12.7%,0.0%,4.3%,
O=C(CN1CCN(C(=O)c2ccco2)CC1)Nc1ccc(Cl)c(C(F)(F)F)c1,13.0,-2.2%,3.0,i,-7.5%,-1.7%,16.6%,0.7%,11.1%,
O=C(CN1C(=O)c2cccc3cccc1c23)N1CCN(c2cccc(Cl)c2)CC1,10.0,17.7%,8.0,i,8.6%,-3.9%,7.0%,-6.2%,9.8%,
COc1ccccc1NC(=O)CSc1nnc(Cc2cc(=O)[nH]c(=O)[nH]2)n1-c1ccccc1,15.0,-1.5%,8.0,i,-8.0%,-3.8%,-2.2%,17.9%,5.2%,
Cc1ccc(Cl)cc1N(CC(=O)N1CCCCCC1)S(C)(=O)=O,0.0,-6.6%,14.0,i,-17.6%,-3.1%,14.1%,4.2%,3.9%,
NCCCCCc1nnc(SC/C=C/c2ccccc2)o1,6.0,-13.6%,6.0,i,-11.5%,-4.6%,5.1%,-4.0%,5.1%,PMK inhibit pilot replicates=0.0;Spn MK inh pilot replicates=0.0;Spn DPM-DC inh pilot screen %=1.5
O=C(NCc1ccccc1)NC1CCCCC1,3.0,-27.4%,7.0,i,-6.8%,12.6%,-3.9%,4.0%,-1.8%,
Cc1cc(=O)[nH]c(N2CCN(Cc3ccccc3)CC2)n1,0.0,8.9%,5.0,i,4.8%,-4.2%,3.9%,.,6.6%,
CCOC(=O)C1=C(CSc2nc(C)ccc2C#N)OC(N)=C(C#N)C1c1cccc(OC)c1OC (stereo not drawn),14.0,57.6%*,9.0,i,59.3%*,4.4%,.,-0.5%,7.3%,
S=C(c1ccc(N2CCOCC2)cc1)N1CCCCC1,0.0,-14.5%,6.0,i,-13.7%,3.2%,-2.9%,2.1%,9.3%,PMK inhibit pilot replicates=7.0;Spn MK inh pilot replicates=1.5;Spn DPM-DC inh pilot screen %=3.0
COc1cc2[nH]c(=S)n(CC3CCCO3)c(=O)c2cc1OC (stereo not drawn),6.0,-16.4%,4.0,i,1.1%,-1.8%,0.8%,-3.0%,2.4%,
O=C1C(C=NCCCN2CCCC2=O)=C(O)c2ccccc21,12.0,-16.8%,.,i,-6.5%,-0.3%,.,0.6%,18.8%,
CC(C)C(=O)Nc1cccc(C(=O)NCc2ccc(S(N)(=O)=O)cc2)c1,2.0,1.3%,4.0,i,-1.6%,-0.1%,-3.3%,-3.6%,17.7%,
c1ccc(Nc2nc(-c3ccncc3)cs2)nc1,0.0,1.7%,10.0,i,-1.9%,-2.2%,10.4%,-6.6%,13.1%,
# The list continues.
SMILES,PMK inhibit,KRASV12 cytotoxicity,Spn MK inh,Spn DPM-DC inh,HPDE-C7 viability,Bfl-1 displacement,LYP inhibition,HT1080 viability,Alkaline phosphatase,others
COc1cc(OC)cc(C(=O)Nc2cccc(NC(C)=O)c2)c1,7.0,.,18.0,i,.,-3.0%,-0.3%,4.7%,2.4%,
COc1ccccc1CNC(=O)CC(NS(=O)(=O)c1ccc(C)cc1)c1ccco1 (stereo not drawn),1.0,-8.5%,0.0,i,-9.4%,-2.6%,-1.8%,-8.0%,5.3%,
CC(C)(C)NC(=O)NC(=O)COc1ccccn1,15.0,5.3%,8.0,i,2.8%,1.1%,1.3%,11.0%,5.8%,
CC(=O)NC(=O)NC1CSCC1OC(C)=O (stereo not drawn),2.0,-8.0%,10.0,i,-19.8%,-6.7%,5.7%,-0.1%,11.5%,PMK inhibit pilot replicates=3.5;Spn MK inh pilot replicates=0.0;Spn DPM-DC inh pilot screen %=2.0
COC(=O)c1ccccc1NC(=O)Nc1cnccn1,0.0,3.6%,12.0,i,6.3%,-0.8%,-8.9%,1.6%,-0.7%,
CCCC(=O)Nc1nnc(COC)s1,0.0,-1.9%,7.0,i,-6.9%,0.4%,14.1%,4.0%,4.5%,
COCCn1nnnc1CN(Cc1cccnc1)Cc1cc2cc(OC)ccc2[nH]c1=O,13.0,13.2%,0.0,+,-6.0%,-2.4%,.,-6.8%,13.9%,PMK inhibit pilot replicates=1.0;Spn MK inh pilot replicates=0.0;Spn DPM-DC inh pilot screen %=10.5*
CCn1cc(S(=O)(=O)CC(=O)Nc2ccc(C)cc2)c2ccccc21,0.0,3.9%,4.0,i,-18.3%,-0.8%,.,5.3%,9.2%,
O=c1c2ccccc2nc2n1-c1ccccc1CCC2,0.0,-0.2%,2.0,i,10.1%,2.0%,-20.3%,-2.8%,14.0%,
C[C@]12CC[C@@H]3c4ccc(O[C@@H]5O[C@H](C(=O)O)[C@@H](O)[C@H](O)[C@H]5O)cc4CC[C@H]3[C@@H]1C[C@@H](O)[C@@H]2O,2.0,-13.5%,8.0,i,2.7%,-12.1%,8.7%,15.1%,13.3%,PMK inhibit pilot replicates=3.5;Spn MK inh pilot replicates=1.0;Spn DPM-DC inh pilot screen %=0.0
CC1=C(C)CC(C(=O)c2ccccc2)C(C(=O)O)C1 (stereo not drawn),20.0,-18.2%,4.0,i,-18.4%,-1.0%,.,.,6.4%,
CSCCC(NC(=O)c1ccc(=O)n(C)n1)c1nc2ccccc2[nH]1 (stereo not drawn),12.0,-2.9%,8.0,i,-3.7%,-6.3%,.,8.8%,9.7%,
COc1ccc(OC)c(CCNC(=O)CN2C(=O)CC(C)(C)S(=O)(=O)c3ccccc32)c1,7.0,-12.2%,9.0,i,-14.0%,-8.2%,-3.8%,4.0%,1.4%,
COCCCn1cnc2oc3nc4ccccc4nc3c2c1=O,3.0,0.4%,0.0,i,0.6%,-3.7%,0.7%,1.7%,13.9%,
O=C(CCS(=O)(=O)c1ccc(Cl)cc1)N1CCN(c2ccccc2F)CC1,21.0,-7.5%,4.0,i,-10.6%,-1.9%,5.1%,13.2%,6.1%,
CN(C(=O)c1cnc2n(c1=O)CCS2)C1CCCCC1,4.0,-0.9%,0.0,i,-12.8%,3.5%,7.2%,-6.1%,3.5%,
Cc1cc(Cl)c(S(=O)(=O)NCc2ccncc2)cc1OCC(N)=O,0.0,9.4%,7.0,i,5.1%,-3.3%,-9.2%,0.5%,13.7%,
CCOC(=O)CN(C(=O)CSc1nnc(-c2cccc(OC)c2)o1)c1ccc(F)cc1,11.0,-9.1%,11.0,i,-4.8%,-5.4%,-5.5%,-6.8%,9.2%,
O=C(c1oc2ccccc2c1N1CCCCC1)N1CCCCC1,6.0,-32.9%,10.0,i,-29.8%,-2.9%,8.9%,-10.2%,8.0%,
O=C(C1CCCO1)N(Cc1ccccc1)c1ccccc1 (stereo not drawn),7.0,-1.6%,4.0,i,-5.4%,-1.5%,-1.8%,2.2%,6.5%,
CCCN1C(=O)SC(CC(=O)Nc2ccccc2)C1=O (stereo not drawn),14.0,-13.6%,1.0,i,-12.4%,0.1%,.,-5.0%,3.9%,
CC(C)(CC(=O)N1CCN(c2ccc(Cl)cc2)CC1)CC1=NS(=O)(=O)c2ccccc2N1,1.0,9.8%,7.0,i,4.3%,-7.2%,.,-0.2%,-1.4%,
O=C(N1CCN(Cc2ccccc2)CC1)C12CC3CC(CC(C3)C1)C2,20.0,-10.9%,0.0,i,-27.0%,4.0%,3.9%,-13.9%,12.2%,PMK inhibit pilot replicates=4.5;Spn MK inh pilot replicates=0.0;Spn DPM-DC inh pilot screen %=0.0
COC(=O)c1sc2ccccc2c1NC(=O)c1cccs1,12.0,3.9%,4.0,i,6.2%,-5.7%,-19.3%,-12.4%,12.6%,PMK inhibit pilot replicates=3.0;Spn MK inh pilot replicates=1.5;Spn DPM-DC inh pilot screen %=0.0
O=C(COC(=O)CNC(=O)c1ccco1)NCCN1C(=O)CSC1=O,7.0,-18.9%,0.0,i,-17.9%,0.9%,12.2%,6.5%,2.9%,
Cc1ccnc(NS(=O)(=O)c2ccc(NC(=O)C3CCCNC3=O)cc2)n1 (stereo not drawn),7.0,-2.0%,13.0,i,-11.1%,1.5%,15.1%,3.8%,4.1%,

# Of the compounds above, three have fluorine.
SMILES,PMK inhibit,KRASV12 cytotoxicity,Spn MK inh,Spn DPM-DC inh,HPDE-C7 viability,Bfl-1 displacement,LYP inhibition,HT1080 viability,Alkaline phosphatase,others
O=C(CN1CCN(C(=O)c2ccco2)CC1)Nc1ccc(Cl)c(C(F)(F)F)c1,13.0,-2.2%,3.0,i,-7.5%,-1.7%,16.6%,0.7%,11.1%,
O=C(CCS(=O)(=O)c1ccc(Cl)cc1)N1CCN(c2ccccc2F)CC1,21.0,-7.5%,4.0,i,-10.6%,-1.9%,5.1%,13.2%,6.1%,
CCOC(=O)CN(C(=O)CSc1nnc(-c2cccc(OC)c2)o1)c1ccc(F)cc1,11.0,-9.1%,11.0,i,-4.8%,-5.4%,-5.5%,-6.8%,9.2%,
